Assay outcomes deposited in PubChem BioAssay by Broad Institute.
CD40 NFkB inh – inhibitors of CD40-induced NF-kB signaling, primary screen, BL2 cells, luciferase reporter, single point; inhibition, % at 10 µM; CD40L-induced, 4 h; actives 0.94% (n = 83,000);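 active = mean inhibition of at least 50% with a set share of replicates also reaching that level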;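 also: 0% = neutral control wells and 100% = IKK inhibitor VII at 50 µM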
The depositor's hits bear a star; & = joins results of further samples; [ ] = remark or other dose. An excerpt. The share of hits here may be higher or lower than overall.

Compound	CD40 NFkB inh
CC(=O)N(C)C[C@H]1[C@H](c2ccc(C3=CCCC3)cc2)[C@H](CO)N1CC1CC1	6
COc1ccc(C)cc1NC(=O)c1ccc(OCc2c(C)noc2C)cc1	8
O=C(c1cc2ccccc2o1)N(Cc1nnc(-c2ccccc2Cl)o1)C1CC1	-30
Cc1c(S(=O)(=O)c2ccccn2)c(N)n(Cc2ccccc2)c1C	5
O=S(=O)(c1cccc(F)c1)N1CC[C@H]2[C@H](CO)Nc3ccc(C#Cc4ccccc4F)cc3[C@H]21	19[25 µM]
COCCNC(=O)C1(C)CCN(Cc2ccc(C(C)C)cc2)C1 (stereo unspecified)	11
O=C(NCCC(=O)N1CCN(c2ccccc2F)CC1)c1ccco1	-22
CCOc1ncccc1C(=O)N1CCN(c2ccc(C(F)(F)F)cn2)CC1	-1

Sorted by molecular weight (largest number first): some entries from above.
Compound	CD40 NFkB inh
O=C(c1cc2ccccc2o1)N(Cc1nnc(-c2ccccc2Cl)o1)C1CC1	-30
CCOc1ncccc1C(=O)N1CCN(c2ccc(C(F)(F)F)cn2)CC1	-1
CC(=O)N(C)C[C@H]1[C@H](c2ccc(C3=CCCC3)cc2)[C@H](CO)N1CC1CC1	6
COc1ccc(C)cc1NC(=O)c1ccc(OCc2c(C)noc2C)cc1	8

Following part
Compound	CD40 NFkB inh
O=C(c1cccc(F)c1)N1CCCCN2[C@@H](CO)[C@@H](c3ccc(C#CC4(O)CCCC4)cc3)[C@@H]2C1	1[25 µM]
CCN(CC)C(=O)COc1ccc(/C(C)=N/NC(=O)c2ccccc2O)cc1	-47
O=C(CCC(=O)N1CCN(S(=O)(=O)c2ccccc2)CC1)c1cccs1	5
Cc1nc2nc[nH]n2c(=O)c1NC(=O)CC12CC3CC(CC(C3)C1)C2	-5&18
Cc1nc(CN2CCN(C(=O)c3ccc(C(C)(C)C)cc3)CC2)cs1	5
CN(C(=O)c1cccc(S(=O)(=O)N2CCCC2)c1)C1CCCCC1	3
Cc1cc(C)cc(C(O)c2ncc(-c3ccc4ccccc4c3)[nH]2)c1 (stereo unspecified)	-4
O=C(Nc1cccc(-n2cnnn2)c1)c1cccnc1	4
O=C(NCC(c1ccco1)N1CCN(c2ccccc2)CC1)C(=O)NC1CCCCC1 (stereo unspecified)	-1
COc1ccc2c3c(n(C)c2c1)[C@H](CO)N(Cc1cc(F)ccc1F)CC31CN(C(=O)C2CC2)C1	-3[25 µM]
Cc1cccc(C(=O)Nc2ccc(C(=O)N/N=C/c3cccnc3)cc2)c1	9
CC(C)(C)c1cc(C(=O)N2CCN(c3ncccn3)CC2)ccn1	4
CC(C)(C)n1nnnc1C(c1ccc(F)cc1)N1CCC(C(N)=O)CC1 (stereo unspecified)	-2
CC1Cc2ccccc2N1C(=O)CNc1cccc(S(=O)(=O)N2CCCC2)c1 (stereo unspecified)	6
Cn1c(-c2ccco2)nc2cc3ccccc3cc21	51*
CSCCC(NC(=O)c1ccc(Cl)c([N+](=O)[O-])c1)C(=O)N1CCN(C/C=C/c2ccccc2)CC1 (stereo unspecified)	15
CCCNC(=O)CN(c1cccc(F)c1)S(C)(=O)=O	0
COCCn1c(SC(C)C(=O)NCC2CCCO2)nc2sc3c(c2c1=O)CCC3 (stereo unspecified)	-2
C[C@H](CO)N1C[C@H](C)[C@@H](CN(C)C(=O)Cc2ccccc2)Oc2ncc(C3=CCCCC3)cc2C1=O	-14[25 µM]
O=C(CSc1nnc(C2CC2)n1-c1ccccc1)NC1CCS(=O)(=O)C1 (stereo unspecified)	-3
Cc1nn(C)c(C(=O)NNC(=S)NCc2ccco2)c1Br	2
O=C(CSc1nnc(Nc2ccccc2)s1)NCC1CCCO1 (stereo unspecified)	7
COc1ccccc1NC(=O)c1ccc(NC(=O)CN2CCCC2)cc1	5
O=C(CCNS(=O)(=O)c1cccc2nsnc12)NC1CCCc2ccccc21 (stereo unspecified)	4

Two compounds picked at random from those above:
Compound	CD40 NFkB inh
CCCNC(=O)CN(c1cccc(F)c1)S(C)(=O)=O	0
O=C(CSc1nnc(Nc2ccccc2)s1)NCC1CCCO1 (stereo unspecified)	7

Carrying on:
Compound	CD40 NFkB inh
COc1cccc(C(O)c2nccn2Cc2ccccc2)c1OC (stereo unspecified)	17
CN(C)c1ccc2c(c1)[C@@H]1C[C@@H](CC(=O)O)O[C@@H](CO)[C@@H]1O2	-2[25 µM]
C[C@@H]1CN([C@H](C)CO)C(=O)CCCn2nncc2CO[C@H]1CN(C)Cc1ccccc1	-7
O=C(CSc1ccc(Br)cc1)NCC1(N2CCCCC2)CCCCC1	7
COCC(=O)NC[C@H]1N[C@H](CO)[C@H]1c1ccc(-c2ccccc2F)cc1	-2[25 µM]
CC(=O)Nc1nc(C)cs1	3
O=C(Nc1cc(S(=O)(=O)N2CCOCC2)ccc1N1CCOCC1)c1cccs1	5
COC(=O)C[C@@H]1C[C@H]2c3cc(NC(=O)C4CCOCC4)ccc3O[C@H]2[C@H](CO)O1	-11[25 µM]
COc1cccc(C(=O)NNC(=O)CCN2CCN(c3ccccc3)CC2)c1	12
CCCC(C)C(=O)Nc1ccc(F)c(Cl)c1 (stereo unspecified)	20
CCN(CC)C(=O)c1sc(NC(=O)c2c(OC)cccc2OC)c(C#N)c1C	0
O=C(COC(=O)c1ccc(S(=O)(=O)N2CCOCC2)cc1)NCc1ccccc1	6
Cc1ccc(S(=O)(=O)Nc2ccc3c(c2)C(=O)N([C@H](C)CO)C[C@@H](C)[C@H](CN(C)C(=O)Nc2ccc(C(F)(F)F)cc2)OCCCC[C@@H](C)O3)cc1	5
CC1(C)Cc2nc(NCCN3CCOCC3)c(C#N)cc2CO1	-3
O=[N+]([O-])c1ccc(S(=O)Cc2ccccc2)c([N+](=O)[O-])c1 (stereo unspecified)	106*
COc1cc(C(=O)CCN2CCC(c3ccccc3)C2)cc(OC)c1OC (stereo unspecified)	45*
CN(C)C(=O)c1cccc(-c2ccc3c(c2)[C@@H]2[C@@H](CCN2Cc2nccs2)[C@@H](CO)N3)c1	-3[25 µM]
O=C(CN1C(=O)NC(CCc2ccccc2)C1=O)Nc1cccc(Br)c1 (stereo unspecified)	7
CS(=O)(=O)N1CCN(C(=O)C2c3ccccc3Oc3ccccc32)CC1	7
CCOC(=O)C1(C)CCN1C(=O)c1csnn1 (stereo unspecified)	16
Cc1sc2nc3n(c(=O)c2c1C)CCCS3	-14
CCN1CCN(c2ccc(N=Cc3ccccc3O)cc2)CC1	4
C/C(=N\NC(=O)c1ccccc1C)c1ccc(NC(=O)c2cccs2)cc1	-48
O=C(CCN1CCc2ccccc2C1)Nc1ccc2c(c1)OCO2	8

Sorted by value in CD40 NFkB inh (ascending): three from the list above
structure,CD40 NFkB inh
CCN1CCN(c2ccc(N=Cc3ccccc3O)cc2)CC1,4
O=C(CN1C(=O)NC(CCc2ccccc2)C1=O)Nc1cccc(Br)c1 (stereo unspecified),7
O=C(CCN1CCc2ccccc2C1)Nc1ccc2c(c1)OCO2,8

Continuation:
Compound	CD40 NFkB inh
Cc1ccc(-c2nc3ncccn3c2Nc2ccc3c(c2)OCCO3)o1	-36
O=C1c2cccnc2C(=O)N1C1CCCCC1	8
O=C(CNC(=O)c1ccco1)OCC(=O)c1cccc2ccccc12	6
Cc1ccc(C(=O)NC2CCC(C)CC2)o1 (stereo unspecified)	-43
C[C@H]1CN([C@@H](C)CO)C(=O)CCCn2nncc2CO[C@H]1CN(C)S(=O)(=O)c1ccc2c(c1)OCCCO2	3[25 µM]
O=C(CC(c1ccco1)C1CCCCC1=O)c1ccccc1 (stereo unspecified)	-7
COC(=O)c1ccc(NC(=S)NNC(=O)c2ccccc2)cc1	-46
C[C@@H]1CN([C@H](C)CO)C(=O)c2cc(-c3ccc(C#N)cc3)cnc2O[C@@H]1CN(C)Cc1cccnc1	-7[25 µM]
CC(=O)OCC(OC(C)=O)C(OC(C)=O)C(OC(C)=O)C(=O)Nc1cccc(C)c1 (stereo unspecified)	15
Fc1ccc(-c2nc(-c3cccs3)[nH]c2-c2ccc(F)cc2)cc1	14
O=C(Cn1cc(C(=O)C2CC2)c2ccccc21)NCc1ccccc1	-30
CC1CCCN(C(=O)COC(=O)CNS(=O)(=O)c2ccc3ccccc3c2)C1 (stereo unspecified)	-15
CN(C)C(=O)c1cccc(-c2ccccc2[C@@H]2[C@H](C#N)N(C(=O)C3CCCC3)[C@H]2CO)c1	-2
OC(c1ccccn1)C1CCN(Cc2nc(C(c3ccccc3)c3ccccc3)no2)CC1 (stereo unspecified)	3
Cc1ccnc(SCC(=O)Nc2cccc(S(=O)(=O)N3CCOCC3)c2)n1	14
COc1ccc(S(=O)(=O)N2C[C@H](O)COC[C@H]3O[C@@H](CC(=O)N[C@@H]4CCN(Cc5ccccc5)C4)CC[C@@H]32)cc1	-13[25 µM]
Cc1cc(C)nc(NC(=O)Cc2cccs2)n1	-18
CC1CCCc2sc3ncn(N)c(=N)c3c21 (stereo unspecified)	-5
CC1CCCC(NC(=O)COC(=O)/C=C/c2ccc(F)cc2)C1C (stereo unspecified)	-1
O=C(NCC(=O)N1CCN(c2ccccc2)CC1)c1ccccc1	-42
O=C(CCc1ccccc1)N/N=C/c1cccc([N+](=O)[O-])c1	-15
O=C(NCCCn1cccn1)C1CCC(=O)N(CCc2ccccc2)C1 (stereo unspecified)	5
CNC(=O)c1c(NC(=O)c2ccco2)sc(C)c1C	7
Cc1cccc(S(=O)(=O)N2C[C@H]3[C@@H](c4ccccc42)[C@H](CO)N3Cc2ccc3c(c2)OCO3)c1	6[25 µM]

> CC(Sc1ncccn1)C(=O)Nc1ccc2c(c1)OCO2 (stereo unspecified)
  CD40 NFkB inh: -16
> COc1cc2c(cc1OC)C(C(=O)NC(C)c1ccccc1)CC(=O)N2 (stereo unspecified)
  CD40 NFkB inh: -4
> COc1ccc(C(CC(=O)c2ccccc2)CC(=O)c2ccccc2)cc1
  CD40 NFkB inh: -18
> CCOC(=O)Nc1ccc(C)cc1Br
  CD40 NFkB inh: -2
> Cc1ccc(C)c(NS(=O)(=O)c2ccc(OCC(=O)N3CCCC3)cc2)c1
  CD40 NFkB inh: 8
> CN(C)CC1C2CCC(C2)C1O (stereo unspecified)
  CD40 NFkB inh: 3
> CC(C)c1ccc(C(=O)OCC(=O)c2c(N)n(C)c(=O)n(C)c2=O)cc1
  CD40 NFkB inh: 9
> CCc1nnc(NC(=O)c2ccc(NC(=O)C(C)C)cc2)s1
  CD40 NFkB inh: -25
> CCCNC(=O)N1CCC2(CC1)CN(C(=O)CC1CC1)[C@H](CO)c1c2c2ccc(OC)cc2n1C
  CD40 NFkB inh: -3[25 µM]
> O=C(NCc1cccnc1)c1ccc(S(=O)(=O)N2CCCCCC2)cc1
  CD40 NFkB inh: 7
> CC(C)(C)SCCNC(=O)COc1ccccc1
  CD40 NFkB inh: -7
> COCc1c(C(=O)OCC(=O)c2ccc[nH]2)oc2ccccc12
  CD40 NFkB inh: -12
> CC1(c2ccccc2)NC(=O)N(CC(=O)N2CCc3ccccc32)C1=O (stereo unspecified)
  CD40 NFkB inh: 6
> Cc1ccc(OCC(=O)Nc2cc(C)on2)c([N+](=O)[O-])n1
  CD40 NFkB inh: -84
> O=C(O)COc1ccc(-c2nccc(-c3cccs3)n2)cc1
  CD40 NFkB inh: -2

> CN(CC(=O)Nc1ccccc1Cl)C(=O)CN1C(=O)NC(c2ccccc2)(c2ccccc2)C1=O
  CD40 NFkB inh: -3
> O=C1OC(OC2CCCCC2)(c2ccccc2)c2ccccc21 (stereo unspecified)
  CD40 NFkB inh: 6
> CCOC(=O)c1c(NC(=O)COC(=O)c2cccc([N+](=O)[O-])c2)sc(C(=O)N(C)C)c1C
  CD40 NFkB inh: 0
> O=C(Nc1ccc(S(=O)(=O)Nc2nccs2)cc1)c1ccncc1
  CD40 NFkB inh: 4
> O=c1c2ccccc2c(-c2ccccc2)nn1-c1cc(Cl)ccc1[N+](=O)[O-]
  CD40 NFkB inh: 2
> COc1ccc(-n2c(C)cc(C3=NNC(=NC4CC4)SC3)c2C)cc1
  CD40 NFkB inh: 8
> CN1CCCN(CC(O)COCc2cccs2)CC1 (stereo unspecified)
  CD40 NFkB inh: 8
> COCCN1CCn2c(nc3cc(NC(=O)NC4CCCCC4)ccc32)C1
  CD40 NFkB inh: -5
> CCN(C1CCS(=O)(=O)C1)S(=O)(=O)c1cccs1 (stereo unspecified)
  CD40 NFkB inh: 2
> O=C(Cn1nnc2ccccc21)OCc1ccccc1
  CD40 NFkB inh: -41
> S=c1[nH]nc(Cc2ccc(Br)cc2)n1/N=C/c1ccc(Cl)cc1
  CD40 NFkB inh: 8
> O=C(C1CCOCC1)N1CC(=O)N2[C@H](C1)[C@H](c1ccc(C#CCc3ccccc3)cc1)[C@@H]2CO
  CD40 NFkB inh: 75*[25 µM]
> Cc1nc(-c2cccc(NC(=O)c3ccc(-n4cccn4)cc3)c2)cs1
  CD40 NFkB inh: -6
> Cc1ccccc1Nc1ncnc2[nH]ncc12
  CD40 NFkB inh: 15
> N#C[C@@H]1[C@@H](c2ccc(-c3cccc(F)c3)cc2)[C@@H](CO)N1C(=O)NC1CCCCC1
  CD40 NFkB inh: 12

> CS(=O)(=O)Nc1ccc(C2=NN(C(=O)c3ccccc3)C(c3cccs3)C2)cc1 (stereo unspecified)
  CD40 NFkB inh: -4
> CCOc1ccc(S(=O)(=O)/N=C(/c2ccccc2)N(C)C)cc1
  CD40 NFkB inh: 5
> CCCn1c(N)c(C(=O)CSc2nnc(-c3cccs3)n2C2CC2)c(=O)[nH]c1=O
  CD40 NFkB inh: 2
> C[C@@H]1CN([C@H](C)CO)C(=O)c2cc(NC(=O)Nc3ccc(C(F)(F)F)cc3)ccc2O[C@@H]1CN(C)C(=O)NC1CCCCC1
  CD40 NFkB inh: 27
> Cc1ccccc1NC(=O)c1ccc2nc(N3CCOCC3)sc2c1
  CD40 NFkB inh: -44
> COCCNC(=O)c1nn2cccnc2c1Cl
  CD40 NFkB inh: 5
